AmpC det inh = inhibitors of E. coli AmpC beta-lactamase with detergent | P00811 | purified AmpC, nitrocefin hydrolysis with detergent | Potency, µM (doses to about 28.7 µM), for inactives: top-dose activity change, negative = inhibition | 71,000 tested, 0.09% active; active = well fitted curve in the direction sought with a large enough effect
Target sequence (P00811 whole entry, looked up): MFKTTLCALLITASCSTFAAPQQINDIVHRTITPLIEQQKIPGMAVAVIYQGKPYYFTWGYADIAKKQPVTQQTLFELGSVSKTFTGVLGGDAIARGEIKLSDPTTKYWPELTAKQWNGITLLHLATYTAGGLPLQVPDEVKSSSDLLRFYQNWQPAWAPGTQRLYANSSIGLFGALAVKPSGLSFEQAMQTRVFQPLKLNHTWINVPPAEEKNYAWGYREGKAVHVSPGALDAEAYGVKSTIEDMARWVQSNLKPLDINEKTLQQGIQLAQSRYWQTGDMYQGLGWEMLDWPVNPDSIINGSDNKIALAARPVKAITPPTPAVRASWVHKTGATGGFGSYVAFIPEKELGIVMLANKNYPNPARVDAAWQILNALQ
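E. coli AmpC (5.3 nM) in 20 mM phosphate pH 7.0 with 0.01% Triton X-100, preincubated 15 min RT with compound; nitrocefin (2 uL of 800 uM stock) hydrolysis followed by 480 nm absorbance every 20 s over 4 min.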
Numbers without * were called inactive; [ ] = another dose, or the depositor's remark. % is set by controls: 0 for no effect and ±100 for the full control effect; potency is the fitted concentration of half-maximal effect. Not all compounds are listed; rates above refer to the full screens.

SMILES	AmpC det inh
CC(=O)c1ccc(N2CCN(C(=O)c3ccco3)C(C)C2)c(F)c1 (stereo unspecified)	-4%
CC(C)(C)c1nc(CN2CCOCC2)ccc1O	16%
CC1CCN(S(=O)(=O)c2ccc(S(=O)(=O)N3CCN4CCCC4C3)cc2)CC1 (stereo unspecified)	2%
Cc1ccc(-c2nc(CN(C)C)cc(CN(C)C)c2O)cc1	6%
CCOC(=O)C1=C(C)NC(=O)NC1c1cc2c(cc1Br)OCO2 (stereo unspecified)	2%
FC(F)(F)c1cccc(OCCOCCn2cncn2)c1	-1%
Cn1c(=O)cc(OCC(=O)N2CCC(N3CCCCC3)CC2)c2ccccc21	4%
COc1ccccc1-c1cc2nc(C)c(CCC(=O)NCc3ccco3)c(C)n2n1	8%
O=S1(=O)N=C(N2CCN(Cc3ccc4c(c3)OCO4)CC2)c2ccccc21	-1%
CCOc1ccccc1C1CC(c2ccc(Cl)cc2)Nc2nc(N)nn21 (stereo unspecified)	9%
Cc1ccnc(NS(=O)(=O)c2ccc(NC(=O)C3CCCCC3C(=O)O)cc2)n1 (stereo unspecified)	-5%
O=C1C2C(c3ccccc3)C=CC(c3ccccc3)C2C(=O)N1CCO (stereo unspecified)	-4%
O=C(c1ccc(CS(=O)(=O)c2c(Cl)cccc2Cl)o1)N1CCCC1	12%
C(=N\c1nc2ccccc2n1Cc1ccccc1)/c1cccs1	6%
CCc1cccc(NC(=O)C2CCCN(S(=O)(=O)c3c(C)[nH]c(=O)[nH]c3=O)C2)c1 (stereo unspecified)	-3%
COCCN1Cc2cccc(C(=O)NCc3cccnc3)c2C1=O	8%
CS(=O)(=O)N1CCC2(CCN(C(=O)Nc3cccc(C#N)c3)CC2)CC1	-2%
OC12CCCCC1C(c1ccc3c(c1)OCO3)N(Cc1cccc(F)c1)CC2 (stereo unspecified)	0%
c1cnc2ccc(C(c3nnnn3C3CCCC3)N3CCN(c4nc5ccccc5s4)CC3)cc2c1 (stereo unspecified)	4%
NC(=O)c1c(C(F)(F)F)cc(-c2ccccc2)nc1NCCO	-7%
O=C(Nc1cccc(Cl)c1)c1ccc2c(=O)n3c(nc2c1)CCCCC3	-4%
CCN(CC)CCNC(=O)c1cc2c(=O)n(C)c3ccccc3c2n1C	9%
COC(=O)c1ccc(=O)n(-c2ccc(OC)cc2)c1	-4%
COc1ccc(C2C(C(=O)NCc3ccccc3)=C(C)Nc3ncnn32)cc1OC (stereo unspecified)	-4%
COc1ccc(-n2nnc3c(=O)n(Cc4ccccc4C)cnc32)cc1	0%
COc1cc2c(cc1OC)C(C(=O)N1CCCC1)C(c1ccccc1F)N(C)C2=O (stereo unspecified)	2%
CCCc1[nH]nc2c1C(c1ccc(OC(=O)c3ccco3)cc1)C(C#N)=C(N)O2 (stereo unspecified)	5%
COc1ccccc1N1CCN(S(=O)(=O)c2ccc3c4c(cccc24)C(=O)N3C)CC1	-4%
O=C(C1CCC(Cn2c(=S)[nH]c3ccccc3c2=O)CC1)N1CCN(c2ccccc2)CC1 (stereo unspecified)	-4%
COc1ccc(OCC(=O)N(C)Cc2ccccc2)cc1	-1%

Exported as labelled records: entries from further up.
COc1ccc(-n2nnc3c(=O)n(Cc4ccccc4C)cnc32)cc1
- AmpC det inh: 0%

COc1cc2c(cc1OC)C(C(=O)N1CCCC1)C(c1ccccc1F)N(C)C2=O (stereo unspecified)
- AmpC det inh: 2%

CCCc1[nH]nc2c1C(c1ccc(OC(=O)c3ccco3)cc1)C(C#N)=C(N)O2 (stereo unspecified)
- AmpC det inh: 5%

COc1ccccc1N1CCN(S(=O)(=O)c2ccc3c4c(cccc24)C(=O)N3C)CC1
- AmpC det inh: -4%

More records:
SMILES	AmpC det inh
COc1ccc(-c2c3c(=O)n(C)c(=O)n(C)c3cn2NC(C)=O)cc1	-1%
CCN1CCN(C(CNS(=O)(=O)c2ccc(OC)cc2)c2cccnc2)CC1 (stereo unspecified)	9%
CCOC(=O)Cn1c(=O)oc2cc(S(=O)(=O)NC3CCCc4ccccc43)ccc21 (stereo unspecified)	10%
CC(=O)Nc1cccc(-c2cnc3ccccc3n2)c1	-6%
CCO[C@H]1O[C@@H]([C@H](COCc2ccccc2)OCc2ccccc2)[C@@H](OCc2ccccc2)[C@H]1O	-2%[12.8 µM]
CC(=O)Nc1ccc(C(=O)CSc2nnc(-c3ccc(O)cc3)n2CC2CCCO2)cc1 (stereo unspecified)	-1%
COc1ccc(CNc2nc3c(c(=O)[nH]c(=O)n3C)n2CCCc2ccccc2)cc1	9%
N#Cc1nc(COc2cccc(Cl)c2)oc1N1CCCC1	15%
COc1cccc(CNC(=O)Cn2c(=O)oc3ccccc32)c1OC	10%
Cc1cccc(S(=O)(=O)c2c(N)n(/N=C/c3ccco3)c3nc4ccccc4nc23)c1	-4%
CCOC(=O)CSC1=Nc2ccccc2C2=NC(CC(=O)NCc3ccc4c(c3)OCO4)C(=O)N12 (stereo unspecified)	-5%
CCOC(=O)C1C2C=CC3(CN(c4ccccc4CC)C(=O)C13)O2 (stereo unspecified)	1%
Cc1ccc(CNC(=O)[C@H]2C[C@@H]2[C@H](NP(=O)(c2ccccc2)c2ccccc2)c2ccccc2)c(F)c1F	0%
CN(Cc1ccccc1)c1nc2c(c(=O)[nH]c(=O)n2C)n1CCSc1nc2ccccc2[nH]1	-4%
O=S1(=O)Nc2c(ccc3cccnc23)-c2ccccc21	15%
CCOC(=O)c1cc2sc(C)cc2n1CC(=O)NCc1ccc(F)cc1	1%
CC(=O)N1CCc2cc(Br)cc(S(=O)(=O)NCCCN3CCC(C)CC3)c21	-4%
CCCC(=O)Nc1c2c(nn1-c1ccc(OC)cc1)CS(=O)(=O)C2	1%
Cc1[nH]c(N)nc(=S)c1CCCNc1ccccc1	-6%[5.75 µM]
c1nc(N2CCNCC2)c2sc3nc(N4CCOCC4)c4c(c3c2n1)CCC4	-3%
O=C(O)Cn1nnnc1SCC(=O)Nc1ccc(OC(F)(F)F)cc1	3%
c1ccc(Nc2c3c(nc4ncnn24)CCC3)cc1	9%
CN(C)CP(=O)(Nc1ccccc1)N(C)C (stereo unspecified)	-1%
O=C(CCNS(=O)(=O)c1cccc2nsnc12)NCCc1ccccc1	2%
COC(=O)[C@@H](N)CCCN=C(N)N[N+](=O)[O-]	-1%
CC(SC1CCCC1)C(=O)NC(C)(C#N)C(C)C (stereo unspecified)	-4%
O=C(COc1ccc(F)cc1)N(CC1=CCS(=O)(=O)C1)c1ccccc1	-4%
Cc1cccc(NC(=O)Cn2cnc3sc(C)c(S(=O)(=O)N4CCC(C)CC4)c3c2=O)n1	-4%
CCOC(=O)C1CCCN(C(=O)c2ccc(CS(=O)(=O)c3ccc(C)cc3)o2)C1 (stereo unspecified)	11%
O=C(CN1CCN(c2ccccn2)CC1)Nc1cccc(C(F)(F)F)c1	7%
CC(C)OC(=O)CSc1nnc(-c2ccccn2)n1-c1ccccc1	-3%
COc1ccc(CNc2ncncc2-c2ccccc2C)c(OC)c1	9%
CCSC(=O)Cl	9%
Cc1ccn2c(CCc3nnc4cc(C)ccn34)nnc2c1	-7%[5.75 µM]
Cc1c(NC(=O)CSc2nnnn2Cc2ccccc2)c(=O)n(-c2ccccc2)n1C	-2%
Cc1cccc(C)c1OCC(O)CN (stereo unspecified)	11%
O=C(NC1CCN(C(=O)Nc2ccccc2)CC1)C1CCCCC1	-4%
CCCCC(CC)CNCC(CC)CCCC (stereo unspecified)	12%
CC(C=O)Cc1ccc(C(C)(C)C)cc1 (stereo unspecified)	10%
CCN(CC)CC(=O)Nc1c(Br)ccc2c1OCO2	-2%
COC(=O)COc1ccc(Oc2cc(C)nc(SC)n2)nn1	-3%
O=C(Nc1c(-c2ccccc2)nc2c(Br)cc(Br)cn12)c1ccco1	-1%
O=C1C2C(C(=O)N1Cc1cccnc1)C1C=CC2C12CC2 (stereo unspecified)	-3%
CCOC(=O)/C=C1\SCC(=O)N1CC(O)CN1C(=O)CS/C1=C\C(=O)OCC	-3%
Cc1cc(C)c(C(=O)COC(=O)Cn2cnnn2)cc1C	6%
CC(=O)Nc1cc(NC(C)=O)c2nc(N)sc2c1	1%
c1ccc(Nc2ncncc2-c2ccoc2)cc1	11%
O=C(NCCOCC(F)(F)C(F)F)c1cc(F)c(F)cc1Cl	-1%
O=C(Nc1cccc2nsnc12)c1ccc2c(c1)OCCO2	-4%
C=CCOC(=O)C1=C(C)NC(SCC(=O)OCC)=C(C#N)C1c1ccc(O)c(OC)c1 (stereo unspecified)	-6%
COc1ccc(C(O)P(=O)(O)CCc2ccccc2)cc1 (stereo unspecified)	-7%
COc1ccccc1-n1c(=S)sc2c(=O)n(Cc3ccco3)c(SC)nc21	15%
CCCn1c(SCC(=O)Nc2cc(C)on2)nc2c1c(=O)n(C)c(=O)n2C	13%
O=C(NC1CC2CCC1C2)C1COc2ccccc2O1 (stereo unspecified)	-6%
COC(=O)c1cc(OC)c(OC)cc1NC(=O)Nc1ccc(OC)cc1OC	-4%
CCCn1c(CN2CCN(C(=O)c3ccco3)CC2)nc2c1c(=O)n(C)c(=O)n2C	8%
C=CCn1cnc2c(c1=O)c1nc3ccccc3nc1n2/N=C/c1ccccn1	-4%
CCCCCCCCOC(=O)c1ccccc1C(=O)OCCCCCCCC	27%
O=C(Nc1ccc(OCC(=O)N2CCN(S(=O)(=O)c3ccccc3)CC2)cc1)c1ccco1	-6%
CCc1ccc2nc(NC(=O)c3cc(C)on3)sc2c1	-5%

Next part (7 carried over from the part before).
SMILES	AmpC det inh
O=C(NC1CC2CCC1C2)C1COc2ccccc2O1 (stereo unspecified)	-6%
COC(=O)c1cc(OC)c(OC)cc1NC(=O)Nc1ccc(OC)cc1OC	-4%
CCCn1c(CN2CCN(C(=O)c3ccco3)CC2)nc2c1c(=O)n(C)c(=O)n2C	8%
C=CCn1cnc2c(c1=O)c1nc3ccccc3nc1n2/N=C/c1ccccn1	-4%
CCCCCCCCOC(=O)c1ccccc1C(=O)OCCCCCCCC	27%
O=C(Nc1ccc(OCC(=O)N2CCN(S(=O)(=O)c3ccccc3)CC2)cc1)c1ccco1	-6%
CCc1ccc2nc(NC(=O)c3cc(C)on3)sc2c1	-5%
CC(C(=O)Nc1ccccc1C(=O)N1CCCC1)n1nnc2ccccc21 (stereo unspecified)	-6%
c1cc(CNCCN2CCNCC2)ccn1	-1%[5.75 µM]
COc1cccc(-c2cc(N(C)Cc3ccco3)ncn2)c1	-4%
COC(=O)CCc1n[nH]c(=O)[nH]c1=O	5%
CNCC/C=C\c1cccnc1	-9%
CCCn1cnc2cc(NCc3cccc(OC)c3)ccc21	-3%
COc1cccc(-n2nnc3c(=O)n(Cc4ccc(F)cc4)cnc32)c1	-1%
COCC(C)n1c(C)cc(C(=O)COc2ccc(S(=O)(=O)N3CCOCC3)cc2Cl)c1C (stereo unspecified)	1%
Cn1c(SCc2nc3ccccc3c(=O)[nH]2)nnc1-c1ccco1	-3%
CCCOc1ccc(N2C(=O)CC(N(O)c3ccccc3)C2=O)cc1 (stereo unspecified)	-1%
CC1(CC(=O)O)O[C@H]2CCCCC[C@H]2O1 (stereo partly specified) (tested in a mixture with another compound)	-2%[5.75 µM]
COC(=O)c1ccc(S(=O)(=O)N(Cc2cc3cc4c(cc3[nH]c2=O)OCO4)C2CCCCC2)cc1	10%
COCCCN1CC23C=CC(O2)C(C(=O)OC)C3C1=O (stereo unspecified)	9%
CCN1c2ccccc2-c2nc3ccccc3n2C1c1cccnc1 (stereo unspecified)	19%
CCc1ccc(CCC(=O)Nc2ccc(C)cc2C)o1	-9%
CC(CC(=O)O)(CC(=O)O)C(=O)O	-7%[5.75 µM]
CC(/C=C/c1ccc(Cl)o1)=C\C(=O)O	-1%
CCCCCn1c(SCC#N)nc2cc(C(=O)NC3CCCCC3)ccc2c1=O	10%
CCOC(=O)CNC(=O)c1ccc2c(c1)OCCO2	-3%
CCCOC(=O)CCn1c(=S)oc2ccccc21	-4%
CCC(C)(C)n1nnnc1C(c1ccc(OC)c(OC)c1)N1CCN(c2ccc(F)cc2)CC1 (stereo unspecified)	-5%
COc1ccc(OC)c(-c2c[n+](=O)c3c(n2[O-])CCCC3)c1	-5%
COC(=O)C1(CCSC)NC(c2ccccc2OC)C2C(=O)N(C)C(=O)C21 (stereo unspecified)	0%
O=C(Cc1ccc(Cl)cc1)Nc1ccc(N2CCN(C(=O)c3ccco3)CC2)cc1	17%
Cc1nnc(SCCCn2c(N3CCN(c4ccccc4)CC3)nc3c2c(=O)[nH]c(=O)n3C)s1	13%
Cc1ccc(C(=O)CSc2ccccn2)cc1	9%
Nc1c(-c2ccc(Cl)cc2)nnn1-c1ccccc1	-3%
c1ccc(-c2cccc(N3CCCC4(CCNCC4)C3)c2)cc1	0%
Cc1ccc2[nH]c(=O)c(CN(Cc3cccs3)Cc3nnnn3Cc3ccccc3)cc2c1	-1%
COc1cc(OC)cc(-c2cc3nc(C)c(CCC(=O)NC(C)CCc4ccco4)c(C)n3n2)c1 (stereo unspecified)	-6%
COc1ccc2[nH]cc(CCNc3ncncc3-c3cccc(C#N)c3)c2c1	10%
